# Screens from PubChem BioAssay.
# miR-122 sensor: blocks miR-122 activity in Huh7 sensor cells. AID 602342. 0.3% of 340,000 active. Huh7 miR-122 Renilla luciferase sensor, 48 h; neutral wells = 0, positive control = 100. activation (reporter increase), % at 12.5 µM;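 active means mean replicate activation score at least 90 and every replicate individually at or above 90; inconclusive means only one of the two criteria met; inactive means neither criterion met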;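 further: higher luciferase means less miR-122 activity so hits act as miR-122 inhibitors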
# SIRT5 inh: inhibitors of human sirtuin-5 desuccinylase; Q9NXA8; Purified SirT5, succinyl-peptide AMC, trypsin-coupled fluorescence; inhibition, % at 15 µM; 1.1% of 330,000 active; in the data active means inhibition above about 15%; inconclusive means no clear call, values can overlap the other calls
# Target sequence (Q9NXA8 whole entry, looked up): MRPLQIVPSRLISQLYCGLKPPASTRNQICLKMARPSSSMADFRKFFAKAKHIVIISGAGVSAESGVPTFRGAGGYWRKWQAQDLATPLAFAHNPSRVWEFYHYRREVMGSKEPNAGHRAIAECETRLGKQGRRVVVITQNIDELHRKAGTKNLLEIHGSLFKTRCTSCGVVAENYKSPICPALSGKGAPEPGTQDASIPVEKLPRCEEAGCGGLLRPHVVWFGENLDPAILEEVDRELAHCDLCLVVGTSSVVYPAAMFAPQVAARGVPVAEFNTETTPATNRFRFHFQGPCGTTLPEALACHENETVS
# DENV2 CPE rescue: protects cells from dengue virus 2 cytopathic effect | DENV2-infected cells, cytopathic effect rescue, plate reader | CPE inhibition, % at 9.99 µM | 1.7% of 350,000 active | AID 651640; in the data active means CPE inhibition above about 20%, passing the limit was not always enough; inconclusive means no clear call, values can overlap the other calls; tested in BHK-21 cells;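 further: 0% = median of neutral control wells and 100% = median of positive control wells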
# ERAP1 inh: ERAP1 (human) enzyme inhibition; Q9NZ08; recombinant ERAP1, Leu-AMC fluorescence, 60 min; inhibition, % at 10.7 µM; 0.15% of 340,000 active; AID 652197;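 active means mean replicate inhibition of at least 30%, or all replicates individually reaching that 30% level; inactive means mean below 30% and not every replicate reaching it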;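 further: 0% = neutral control wells and 100% = L-leucinethiol positive control wells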
# CFTR F508del cor: CFTR F508del correction in bronchial cells | CFBE cells, YFP halide quenching; stimulated with forskolin plus potentiator P3; % fluorescence drop versus neutral controls | activity (quench increase), % at 7.58 µM | 0.36% of 350,000 active | AID 720511;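 active means mean added fluorescence quench of at least 8% versus neutral control, with both replicates also reaching 8%; inconclusive means only one of the mean or replicate conditions met; inactive means mean below 8% and not both replicates reaching 8%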;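 further: cells transiently co-express mutant CFTR-F508del with the halide-sensitive YFP; corrector assay measuring rescue of mutant channel to the surface after 24 h compound exposure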
# ERp5 block: ERp5 (human) disulfide isomerase inhibition; 0.05% of 350,000 active; ERp5 insulin aggregation, absorbance 650 nm, 90 min; inhibition, % at 9.99 µM;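 active means mean replicate inhibition above about 25%, with every replicate also reaching it, limit read from the data, passing the limit was not always enough; inconclusive means only one of those two criteria met; inactive means neither criterion met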
# Target sequence (Q15084 whole entry, looked up): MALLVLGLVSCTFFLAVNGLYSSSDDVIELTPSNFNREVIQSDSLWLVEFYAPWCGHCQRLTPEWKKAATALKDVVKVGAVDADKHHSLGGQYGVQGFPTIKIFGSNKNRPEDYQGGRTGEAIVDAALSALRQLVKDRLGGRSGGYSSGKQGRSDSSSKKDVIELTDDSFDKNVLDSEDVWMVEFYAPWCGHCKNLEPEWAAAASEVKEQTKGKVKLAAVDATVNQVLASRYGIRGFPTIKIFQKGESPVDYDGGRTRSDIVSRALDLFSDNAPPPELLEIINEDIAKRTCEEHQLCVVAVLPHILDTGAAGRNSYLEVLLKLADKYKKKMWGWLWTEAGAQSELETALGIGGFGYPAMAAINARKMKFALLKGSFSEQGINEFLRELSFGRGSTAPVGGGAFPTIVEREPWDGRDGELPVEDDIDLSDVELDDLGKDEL
# CASP6 VEID inh: caspase-6 (human) enzyme inhibition; P55212; purified caspase-6, Z-VEID-R110 cleavage fluorescence; inhibition, % at 12.5 µM; 0.53% of 350,000 active; AID 686996;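 active means mean inhibition across replicates at least about 35%, with every replicate also reaching that limit, limit read from the data; inconclusive means only one of the two criteria met; inactive means neither criterion met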;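 further: 0% = median of neutral control wells and 100% = no fluorescence left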
# Target sequence (P55212 24-179 limits assumed): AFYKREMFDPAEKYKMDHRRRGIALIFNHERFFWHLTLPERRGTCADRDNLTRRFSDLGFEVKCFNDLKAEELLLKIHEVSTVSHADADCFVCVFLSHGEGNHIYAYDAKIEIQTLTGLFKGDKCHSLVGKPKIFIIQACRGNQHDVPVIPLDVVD
# Target sequence (P55212 194-293 limits assumed): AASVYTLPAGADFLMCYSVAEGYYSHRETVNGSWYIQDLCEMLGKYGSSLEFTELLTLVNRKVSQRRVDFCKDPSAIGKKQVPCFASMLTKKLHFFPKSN
# Numbers without * were called inactive; ? = inconclusive; / = no result given; & = joins results of further samples; [ ] = remark or other dose.
SMILES,miR-122 sensor,SIRT5 inh,DENV2 CPE rescue,ERAP1 inh,CFTR F508del cor,ERp5 block,CASP6 VEID inh
C[C@@H]1CN([C@H](C)CO)C(=O)c2cc(N(C)C)ccc2O[C@H]1CN(C)S(=O)(=O)c1cn(C)cn1,-4.0[16.7 µM],2.5,9.5,0.7,1.4,4.7,-2.1
C[C@H](CO)N1C[C@H](C)[C@@H](CN(C)S(=O)(=O)c2cn(C)cn2)OCCCC[C@H](C)Oc2ccc(N(C)C)cc2C1=O,1.8[16.7 µM],4.8,3.5,0.4,-0.2,0.1,3.7
CCC(C(=O)Nc1c(C)cccc1C)n1c(-c2cc(C)cs2)nc2ccccc21 (configuration not stated),/,-18.9,-3.1,-0.7,2.5,1.9,-0.9
O=C(c1cc(=O)c2ccccc2o1)N(Cc1ccccc1)C1CCS(=O)(=O)C1 (configuration not stated),/,1.4,-1.0,1.6,-2.0,3.8,5.8
COc1ccc(NC(=O)CCS(=O)(=O)c2cccc3nonc23)cc1Cl,-5.9,0.2,4.4,2.8,0.7,2.9,-0.8
Fc1ccccc1CNc1ccc(Cl)cc1,6.7,1.0,10.2,9.1,-0.3,-1.3,1.9
C[C@@H]1CCCCO[C@@H](CN(C)Cc2ccc(Cl)c(Cl)c2)[C@@H](C)CN([C@@H](C)CO)C(=O)c2cc(NC(=O)Nc3ccccc3)ccc2O1,1.0[16.7 µM],14.4,-4.0,0.4,-2.1,-0.4,-0.7
C[C@]12Cc3ccccc3C1CC1=N[C@@H](c3ccc(C(F)(F)F)cc3)O[C@@]13C[C@@H]2C(=O)N3Cc1ccncc1 (some centres not stated),/,/,-3.7,-1.1,-0.9,1.6,-2.8
Cc1ccc(S(=O)(=O)N2CCOCC2)cc1NC(=O)COC(=O)c1cncc(Br)c1,-10.1,6.5,?,2.8,4.1,6.0,-1.4
S=C(NCCCN1CCOCC1)N1CCN(c2ccccc2)CC1,/,2.8,1.6,0.5,-7.3,2.5,-4.2
O=C(Nc1ccccc1)N1C[C@@H]2[C@H](c3ccccc31)[C@@H](CO)N2Cc1ccc(F)cc1,-5.8[16.7 µM],0.4,?,4.4,-3.2,3.9,-2.9
CCCN(CC(=O)Nc1ccccc1OC)C(=O)CN1C(=O)NC(C)(C)C1=O,/,-5.3,-3.5,2.7,0.8,0.2,-0.7
CC1CCC(NC(=O)CN2C(=O)NC3(CCCCCC3)C2=O)CC1 (configuration not stated),/,16.4*,1.6,6.1,-3.0,-2.7,0.4
CC(C)CN(C(=O)CCC(=O)OCC(=O)c1ccc(F)c(F)c1)c1c(N)n(CC(C)C)c(=O)[nH]c1=O,/,1.2,1.9,0.0,0.7,-1.6,-3.7
Cc1cc(C)cc(-n2cccc2/C=C2/C(=N)N3C(=NC2=O)SN=C3S(C)(=O)=O)c1,/,2.9,-3.1,0.9,-1.6,3.5,37.4*
Cc1ccc(Cl)cc1NC(=O)N(C)CCOC(=O)Nc1cccc(Cl)c1,/,/,?,-0.6,-2.1,2.7,1.6
O=C(NCCCc1ccccc1)c1cc([N+](=O)[O-])ccc1Cl,-22.8,-5.3,-7.5,-0.3,-1.8,4.4,-1.1
COc1ccc(-c2nnc(SCC(=O)O)n2Cc2ccccc2)cc1,-8.4,13.2,-5.6,4.0,/,2.0,-3.0
Cc1nn(Cc2ccc(F)cc2Cl)c(C)c1[N+](=O)[O-],/,-5.9,0.2,3.3,1.2,3.5,-1.3
COc1ccc(-c2nnn(CC(=O)N(CC(=O)NC3CCCC3)c3ccccc3F)n2)cc1OC,-1.8,-0.5,-0.7,-3.2,0.0,-0.9,1.9
FC(F)(F)c1cc(NCc2cccs2)n2ncnc2n1,-4.0,-2.8,2.4,-1.8,1.0,-8.6,-2.6
C=CCc1ccc(O)c(-c2ccc(O)c(CC=C)c2)c1,7.5,/,1.5,29.4,1.5,0.7,3.6
O=C(Nc1ccccc1)C1=C[C@@H](c2ccc3c(c2)OCO3)C[C@@H](OCCCCO)O1,1.0,-6.5,-6.5&15.1,2.6&-4.6,-0.5&0.3,-5.5&14.5,1.1&-0.6
O=C(CSc1nc2ccccc2c(=O)n1-c1ccccc1F)Nc1ccc2c(c1)CCC2,3.9,-3.9,0.7,-0.8,-0.8,5.9,1.2
CC#CCOCC1CN(C)C(=O)O1 (configuration not stated),-4.0,/,-6.0,-0.9,-3.7,-2.7,-2.2

# Six structures from above, arranged by SMILES length, falling:
SMILES,miR-122 sensor,SIRT5 inh,DENV2 CPE rescue,ERAP1 inh,CFTR F508del cor,ERp5 block,CASP6 VEID inh
C[C@H](CO)N1C[C@H](C)[C@@H](CN(C)S(=O)(=O)c2cn(C)cn2)OCCCC[C@H](C)Oc2ccc(N(C)C)cc2C1=O,1.8[16.7 µM],4.8,3.5,0.4,-0.2,0.1,3.7
C[C@]12Cc3ccccc3C1CC1=N[C@@H](c3ccc(C(F)(F)F)cc3)O[C@@]13C[C@@H]2C(=O)N3Cc1ccncc1 (some centres not stated),/,/,-3.7,-1.1,-0.9,1.6,-2.8
C[C@@H]1CN([C@H](C)CO)C(=O)c2cc(N(C)C)ccc2O[C@H]1CN(C)S(=O)(=O)c1cn(C)cn1,-4.0[16.7 µM],2.5,9.5,0.7,1.4,4.7,-2.1
COc1ccc(NC(=O)CCS(=O)(=O)c2cccc3nonc23)cc1Cl,-5.9,0.2,4.4,2.8,0.7,2.9,-0.8
S=C(NCCCN1CCOCC1)N1CCN(c2ccccc2)CC1,/,2.8,1.6,0.5,-7.3,2.5,-4.2
Fc1ccccc1CNc1ccc(Cl)cc1,6.7,1.0,10.2,9.1,-0.3,-1.3,1.9

# Additional results
SMILES,miR-122 sensor,SIRT5 inh,DENV2 CPE rescue,ERAP1 inh,CFTR F508del cor,ERp5 block,CASP6 VEID inh
OCC1OC(n2cnc3c(NC4CCCCC4)ncnc32)C(O)C1O (configuration not stated),0.4,0.2,-12.5,0.8,0.9,-0.8,2.2
C/C=C/c1ccc([C@@H]2[C@@H](CO)N3C(=O)CN(Cc4ccccc4)C[C@H]23)cc1,/,-6.0,25.2*,-2.0,-2.5,1.2,3.5
CC(=O)CC(=O)Nc1ncccn1,2.5,11.5,-5.1,-2.6,0.1,5.4,-1.0
CCc1ccc2c(c1)NC(=O)C2(C)Cc1ccccc1Cl (configuration not stated),3.1,-3.0,12.0,-2.3,-1.7,15.3,3.1
CCNC(=O)C[C@H]1CC[C@H]2[C@@H](COC[C@@H](O)CN2C(=O)Nc2ccc(C(F)(F)F)cc2)O1,-2.5[16.7 µM],64.3*,-1.5,3.0,-3.0,0.0,2.4
COc1ccc(CN(C)C[C@@H]2OCCCC[C@@H](C)Oc3ccc(NC(=O)Nc4ccc(C(F)(F)F)cc4)cc3C(=O)N([C@@H](C)CO)C[C@H]2C)cc1,-28.7[16.7 µM],3.8,-3.6,-2.5,-3.2,-2.9,-0.1
CC(=O)C[C@@H](O)CC(=O)[C@@H]1OC(=O)CCCCCCCCc2ccccc21,-1.2,-2.6,-3.6,-5.8,1.3,3.6,-1.8
CC(NC(=O)Nc1ccc(Cl)cc1)C1CCCO1 (configuration not stated),/,-0.6,-5.3,-1.0,-0.3,4.1,-1.3
Cc1cccc(OCc2nnc(SCC(=O)Nc3cccc(C(=O)N4CCOCC4)c3)n2C)c1,/,-0.4,3.6,-9.5,0.4,2.7,-1.7
COc1ccc(Cl)cc1NC(=O)CC1S/C(=N/N=C2CCCCCC2)NC1=O (configuration not stated),/,3.3,18.3,0.7,5.3,-7.5,11.7
COC(=O)[C@@]1(Cc2ccc(F)cc2)[C@H]2c3cc(C(=O)N(C)C)n(CCCNc4ncc(C(F)(F)F)cc4Cl)c3C[C@H]2CN1C(=O)c1ccccc1,/,/,3.2,/,3.8,-1.6,-4.9
CCCn1c(SCC(=O)NC2CCCC2)nc2c1c(=O)n(C)c(=O)n2C,1.9,-1.3,3.3,1.6,-3.0,0.4,-0.2
O=C(NN1CC(=O)N(c2cc(Cl)cc(Cl)c2)CC1=O)c1cccs1,1.6,-3.9,-7.4,-0.4,2.0,-1.9,-0.7
CC1CCN(C(=O)c2[nH]cnc2C(=O)NCC(=O)OC(C)(C)C)CC1,-0.8,-2.8,-3.9,4.0,-0.4,-4.3,-1.6
CC1(C)OC(c2ccccc2)=C/C(=C/C=N/NC(=O)c2ccncc2)O1,/,4.6,6.0,0.8,1.3,-3.3,-0.7
Cc1ccc(S(=O)(=O)N2C[C@H]3[C@H]4C(=O)N(Cc5ccccc5)C(=O)[C@H]4CC(=O)[C@H]3[C@@H]2c2ccccc2)cc1,-7.9,5.4,?,-2.7,-3.3,-19.2,6.3
CCc1cccc(NC(=O)Cn2cc(C=O)c3ccccc32)c1,27.3,-10.2,1.2,0.5,-0.2,2.9,-1.3
C[C@H]1CN([C@@H](C)CO)C(=O)c2cc(NC(=O)Cn3cnnn3)ccc2O[C@@H]1CN(C)Cc1ccc(-c2ccccc2)cc1,1.8[16.7 µM],-1.1,8.0,2.6,0.9,2.1,-0.7
C[C@@H]1CCCCO[C@H](CN(C)Cc2ccc(C(=O)Nc3ccccc3N)cc2)[C@@H](C)CN([C@H](C)CO)C(=O)c2cc(NS(=O)(=O)c3ccc(F)cc3)ccc2O1,78.7[16.7 µM],0.2,-3.2,-0.1,2.9,-1.8,0.8
COc1ccccc1CNC(=O)C[C@@H]1C[C@H]2c3cc(NC(=O)c4cccnc4)ccc3O[C@H]2[C@H](CO)O1,-1.4[16.7 µM],-1.9,-0.8,3.9,7.3,2.2,-2.2
C/C(=N\NC(=O)CNC(=O)c1ccco1)c1ccc(Br)cc1,1.0,-4.0,5.8,0.8,1.6,0.1,-1.5
COC(=O)c1ccc(NC(=O)CN2C(=O)CC(C)S(=O)(=O)c3ccccc32)cc1 (configuration not stated),/,-3.2,-6.9,-2.0,-0.7,0.5,1.6
CC(C)N(CCn1cnc2c([nH]c3ccccc32)c1=O)C(C)C,-1.4,-3.4,2.3,-1.2,-0.2,1.3,0.0
CC(C)(C)c1ccc(C(=O)O/N=C(\N)c2ccccc2)cc1,7.9,0.4,-5.1,-2.0,3.0,2.0,0.2
Cc1ccc(CC2CC(=O)N(c3ncccn3)C2=O)cc1 (configuration not stated),/,-0.7,0.0,0.0,-0.6,3.6,-1.6
# More structures:
SMILES,miR-122 sensor,SIRT5 inh,DENV2 CPE rescue,ERAP1 inh,CFTR F508del cor,ERp5 block,CASP6 VEID inh
N#Cc1ccc(OCC(=O)N[C@@H](Cc2ccccc2)c2nc3ccccc3[nH]2)cc1,/,-25.3,-1.5,-0.7,-1.9,7.8,3.2
CCNC(=O)C[C@@H]1CC[C@H]2[C@@H](COC[C@@H](O)CN2Cc2ccncc2)O1,-3.4[16.7 µM],/,3.7,/,-1.4,/,/
COc1ccc(NC(=O)N(C)C[C@H]2OCCCC[C@@H](C)Oc3ccc(NC(=O)CCCN(C)C)cc3C(=O)N([C@H](C)CO)C[C@@H]2C)cc1,17.5[16.7 µM],4.2,-4.6,-4.2,-2.3,1.2,-2.1
CCO[C@H]1OC(C(=O)NCc2nc3ccccc3[nH]2)=C[C@@H](c2coc3ccccc3c2=O)[C@@H]1CCCO,/,-1.1,0.1,0.9,-0.2,-3.0,-1.5
C[C@@H]1CN([C@@H](C)CO)C(=O)c2cc(NC(=O)CCC(F)(F)F)ccc2O[C@@H]1CN(C)C(=O)NC1CCCCC1,-1.7[16.7 µM],/,-6.9,/,-1.1,0.5,/
O=C(NCC1CCCO1)c1cccc(S(=O)(=O)N(Cc2ccccc2)c2ccccc2)c1 (configuration not stated),6.6,-3.1,2.2,-1.6,2.0,1.2,-2.6
COc1ccccc1C(=O)C1CCCN(C(=O)c2ccc(Cl)cc2)C1 (configuration not stated),7.9,2.8,3.8,-0.8,1.6,4.5,2.9
CCOc1ccc(S(=O)(=O)Nc2nc3cc(OC)ccc3s2)cc1,/,-0.4,-2.3,1.4,-3.4,-3.3,-3.7
